TIM10 inh: growth inhibitors of TIM10 yeast strain; S. cerevisiae TIM10 strain growth, BacTiter-Glo luminescence, 24 h; inhibition, % at 10 µM; actives 1.4% (n = 330,000); AID 463195;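 active means inhibition of 40% or more at the single tested concentration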;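 further: wild-type TIM10 isogenic control strain grown at permissive 25 °C; 0% = DMSO yeast wells and 100% = minimal medium wells without yeast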
APJ ag: agonists of human APJ apelin receptor | CHO-K1 APJ PathHunter beta-arrestin, luminescence; 0% DMSO wells, 100% apelin | activation, % at 20 µM | actives 0.11% (n = 330,000);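 active means activation more than six SD over the plate average, tested at 20 µM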;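 further: 0% = DMSO alone and 100% = apelin-13 at 10 nM; some results filed as inactive read as strong as hits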
Target sequence (P35414 whole entry, looked up): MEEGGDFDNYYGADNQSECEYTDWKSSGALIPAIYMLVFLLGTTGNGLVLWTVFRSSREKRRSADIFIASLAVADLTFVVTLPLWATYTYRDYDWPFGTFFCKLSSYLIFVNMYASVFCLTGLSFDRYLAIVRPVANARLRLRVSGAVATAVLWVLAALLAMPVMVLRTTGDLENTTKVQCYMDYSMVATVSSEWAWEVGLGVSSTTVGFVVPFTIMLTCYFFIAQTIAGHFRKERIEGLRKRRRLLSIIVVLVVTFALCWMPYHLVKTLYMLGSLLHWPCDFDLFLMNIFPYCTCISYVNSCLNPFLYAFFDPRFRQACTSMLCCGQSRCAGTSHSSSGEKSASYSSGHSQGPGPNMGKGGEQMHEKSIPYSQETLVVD
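system = engineered CHO-K1 APJ arrestin reporter cells | input = 1000 cells per well | timing = overnight seeding, 90 min compound at 25 °C, 1 h detection | measured by = enzyme-fragment complementation luminescence | read-out = beta-arrestin recruitment to APJ as agonist activity, luminescent signal | control set = negative DMSO alone, positive Apelin-13 at 10 nM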
CXCR6 inh: blocks human CXCR6 beta-arrestin recruitment; actives 0.36% (n = 360,000); CHO-K1 PathHunter CXCR6 beta-arrestin, luminescence; inhibition, % at 20 µM; in the data active means inhibition above about 34%, passing the limit was not always enough;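 further: antagonist mode with CXCL16 agonist at 10 nM final; 0% = 10 nM CXCL16 with DMSO and 100% = unstimulated wells without agonist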
Target sequence (O00574 whole entry, looked up): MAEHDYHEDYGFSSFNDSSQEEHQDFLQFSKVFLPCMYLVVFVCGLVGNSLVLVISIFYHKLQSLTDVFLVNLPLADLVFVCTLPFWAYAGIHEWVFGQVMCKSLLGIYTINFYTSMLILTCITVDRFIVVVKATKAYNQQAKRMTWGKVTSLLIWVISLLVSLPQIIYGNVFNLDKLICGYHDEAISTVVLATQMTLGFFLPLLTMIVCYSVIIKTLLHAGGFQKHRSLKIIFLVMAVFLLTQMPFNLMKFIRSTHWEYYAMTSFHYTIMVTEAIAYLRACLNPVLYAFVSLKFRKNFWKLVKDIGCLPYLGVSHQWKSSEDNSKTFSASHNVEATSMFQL
Mdm2 MdmX PPI: human Mdm2/MdmX binding inhibition | O15151+Q00987 | SaOS-2 split-luciferase Mdm2/MdmX complementation, luminescence | inhibition, % at 8 µM | actives 3% (n = 330,000) | AID 485346;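 active means inhibition of at least 50% at 8 µM in the primary screen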
APJ antag: APJ receptor antagonism; AID 2521; actives 0.32% (n = 330,000); CHO-K1 APJ beta-arrestin complementation, luminescence; inhibition, % at 20 µM; P35414;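 active means inhibition above about 40% at 20 µM, limit read from the data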;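 further: cells challenged with 10 nM apelin-13 agonist together with compound; plate controls were apelin-13 plus DMSO wells for no effect and DMSO wells lacking apelin-13 for full effect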
UPR CHOP act: apoptotic UPR (CHOP) activation; CHO-CHOP luciferase reporter, luminescence; percent of tunicamycin response over DMSO baseline; actives 0.34% (n = 330,000); AID 449763; activation, % at 10 µM;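 active means at 10 µM dose, activation of 40% or more, normalized to positive control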;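 further: 100% = tunicamycin at 10 µg/mL and 0% = DMSO alone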
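Evaluation: % reporter activation, DMSO baseline versus tunicamycin full activation; System: CHO-CHOP luciferase reporter cell line; Input: 500 cells/well; Incubation: 6 h compound treatment, 37 °C; Measured by: Steady-Glo luciferase luminescence; Dosing: one dose, 10 µM in 0.5% DMSO; Buffer or medium: F12 medium, 10% FBS; Benchmarks: positive tunicamycin 10 µg/mL, negative DMSO alone.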
tim23-1 inh: inhibits growth of tim23-1 mutant yeast. inhibition, % at 20 µM. S. cerevisiae tim23-1 growth, BacTiter-Glo luminescence, 24 h. AID 463212. actives 1.3% (n = 330,000);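 active means growth inhibition of the mutant yeast at or above 50%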;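 further: temperature-sensitive mutant grown at 25 °C; plate controls were DMSO-treated mutant yeast for no effect and medium wells lacking yeast for full effect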
UPR XBP1 act: activators of adaptive arm of unfolded protein response (XBP1). CHO-XBP1 luciferase reporter, IRE1-XBP1 UPR activation, luminescence; percent of tunicamycin response, DMSO as zero. activation, % at 20 µM. actives 0.33% (n = 330,000);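 active means versus positive control, 20 µM dose yields 30% or more activation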;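 further: 100% = tunicamycin at 10 µg/mL and 0% = DMSO only wells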
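Material: CHO-XBP1 cells stably carrying IRE1-XBP1-driven luciferase reporter / Amount: 1000 cells per well / Compound: 20 µM, 1% DMSO / Times: 6 h treatment, 37 °C / Detection: luciferase luminescence / Measure: % activation of reporter signal versus tunicamycin and DMSO controls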
tim10-1 inh: tim10-1 yeast growth inhibition; S. cerevisiae tim10-1 ts strain growth, BacTiter-Glo, 24 h; inhibition, % at 20 µM; actives 2.2% (n = 330,000); AID 463190;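 active means inhibition of at least 40%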;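 further: mutant grown at 25 °C; 0% = DMSO wells with yeast and 100% = wells holding no yeast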
Numbers without * were called inactive; . = not tested or not shown.

SMILES	TIM10 inh	APJ ag	CXCR6 inh	Mdm2 MdmX PPI	APJ antag	UPR CHOP act	tim23-1 inh	UPR XBP1 act	tim10-1 inh
COc1ccc(CCNC(=O)C2CCN(S(=O)(=O)c3cc(OC)ccc3OC)CC2)cc1	13	-3	7	22	6	-0.7	-4	4	-4
COc1ccc(OC)c(-c2csc(NC(=O)C3=NNC(=O)CC3)n2)c1	7	-3	3	12	21	-1.7	8	-3	26
COc1ccccc1NC(=O)c1cnc2c(-c3ccccc3)c(C)nn2c1C	12	-2	-18	26	2	0.3	-12	-2	23
COC(=O)C1=C(C)N=C2SC(C#N)=C(N)N2C1c1cccc(OC)c1 (stereo not drawn)	13	1	-2	3	1	0.8	7	-1	4
CCOc1cc2[nH]c(=S)n(Cc3ccc(C(=O)O)cc3)c(=O)c2cc1OCC	-14	0	-2	15	-2	-0.3	13	-1	7
Cc1cc(C(=O)OCc2nc3ccccc3s2)c(C)o1	3	-2	13	-32	10	2.7	6	2	5
COC(=O)C1=C(CS(=O)(=O)c2ccc(Cl)cc2)NC(=O)NC1c1ccc(O)c(OC)c1 (stereo not drawn)	-9	-2	-4	5	-11	-0.4	-5	-3	11
O=C(Cc1ccccc1)NCC(=O)N1CCC1	9	-3	-1	10	-7	-0.2	0	2	-8
CNc1nc(Sc2ccccc2)cc(C(F)(F)F)n1	0	-1	4	11	1	-1.6	15	4	18
Cc1ccc(C2(c3ccc(C)cc3)CC2C(=O)Nc2ccc([N+](=O)[O-])cc2O)cc1 (stereo not drawn)	27	-1	23	96*	-2	18	50*	4	-25
COc1ccccc1OCC(=O)NC1CCCc2ccccc21 (stereo not drawn)	16	-5	9	-18	8	1.7	23	1	-10
O=C(CCNC(=O)C1CCN(S(=O)(=O)c2ccc(F)cc2)CC1)NCc1ccccc1	5	1	-3	4	3	1.4	8	-2	12
CC1CCN(Cc2cc(=O)oc3ccc(C(C)C)cc23)CC1	6	-4	4	-14	3	1.6	38	-7	29
CCCCOc1ccc(NC(=O)[C@@H]2CCCN2C(=O)C2CCN(S(=O)(=O)c3ccc(C)cc3)CC2)cc1	14	3	-1	20	1	4.3	27	-1	3
CCOC(=O)c1ccccc1-c1cn2cc(Cl)ccc2n1	4	0	5	-5	8	0.7	16	4	18
O=C1CC(SCCO)C(=O)N1c1ccc(Oc2ccccc2)cc1 (stereo not drawn)	19	-3	6	10	-2	0.4	13	-2	8
COc1ccccc1C(=O)NCC(=O)NCCSc1ccc(Br)cc1	19	-3	-6	13	-2	-1.4	27	0	13
CC(=O)Nc1ccc(-c2c(C)cc3oc(=O)cc(-c4ccccc4)c3c2C)cc1	3	.	0	23	.	3.2	50*	4	28
Cc1ccccc1OCC(=O)NNC(=O)Cn1[nH]c(=O)c2ccccc2c1=O	-6	-5	1	6	9	0.7	1	-1	0
COc1ccc(-c2ccc3oc(-c4ccsc4)cc(=O)c3c2)cn1	-6	0	-5	-225	11	4.6	18	2	8
CCc1cccc(C)c1NC(=O)CN(C)Cc1cccc(F)c1	8	-2	1	2	11	-0.6	26	-4	15
C=CCNC(=O)/C(=C\c1ccc(OC)cc1)NC(=O)c1ccc([N+](=O)[O-])cc1	-3	-3	-5	5	-16	-2.0	6	1	3
Cc1ccccc1NC(=O)CN1C(=S)NC(C)(C)CC1C (stereo not drawn)	6	-2	-1	6	7	2.0	8	1	12
CC(C)(C)n1nnnc1C(c1cccnc1)N1CCN(c2cccc(C(F)(F)F)c2)CC1 (stereo not drawn)	-51	-3	6	28	-7	-2.1	-83	6	-26
Cc1ccc(C2SCC(=O)N2Cc2ccccc2)cc1 (stereo not drawn)	-12	-3	-2	2	-7	-0.5	6	-1	-3
Clc1ccc(-c2nn3c(C4COc5ccccc5O4)nnc3s2)cc1 (stereo not drawn)	32	-5	0	-6	8	0.4	36	2	56*
Cc1ccc(C(=O)CCNc2ccc(F)c(Cl)c2)o1	8	-4	3	11	7	3.0	7	-1	14
COc1ccc(C2CC(=O)N(C)c3ccccc3S2)cc1 (stereo not drawn)	24	-1	0	68*	5	3.0	14	1	31
O=C(CSc1ncnc2ccccc12)c1cccs1	6	-5	-2	-129	-2	-3.3	-5	-3	-8
CCC(=O)Nc1ccc(Cl)c(NC(=O)c2ccccc2OC)c1	-8	-2	-7	13	3	-2.5	11	1	19
O=C(CCSCc1ccccc1F)NCCc1ccccc1	12	5	-2	2	-2	1.2	17	0	14
CCCCCOc1ccc2oc(=O)c3c(c2c1)CCCN3C(=O)CN1CCCC(C(=O)OCC)C1 (stereo not drawn)	34	-7	6	15	9	1.7	47	2	27
CCn1c(/C=C/Nc2ccccc2)[n+](CC)c2cc(Cl)c(Cl)cc21	16	-3	5	98*	21	-0.2	18	0	3
Cc1[nH]c2ccccc2c1C(=O)CSc1ccccn1	13	-2	-8	9	5	-0.6	34	4	3
COc1cccc(/C=N/Nc2nc(-c3cccnc3)nc3ccccc23)c1	8	1	5	34	1	13	24	4	34
CCC1CCCCN1C(=O)c1noc(C(C)C)c1[N+](=O)[O-] (stereo not drawn)	16	1	2	-25	6	1.2	14	0	18
Cc1cccc(NC(=O)CSc2nnc(CSc3nc(C)cc(C)n3)n2Cc2ccco2)c1	2	10	13	-21	4	-1.9	28	-2	26
Cc1c(Br)c([N+](=O)[O-])nn1CC(=O)Nc1ccc2nc3n(c(=O)c2c1)CCCC3	5	-4	-2	33	18	0.4	-3	2	-1
COc1ccc2nc(NC(=O)c3ccc([N+](=O)[O-])o3)sc2c1	24	-4	8	0	-16	14	48	5	13
CCOC(=O)c1ccccc1-n1nnnc1C	4	-1	-7	-2	8	-2.7	3	0	1

Part of the list above, reformatted.
mol,TIM10 inh,APJ ag,CXCR6 inh,Mdm2 MdmX PPI,APJ antag,UPR CHOP act,tim23-1 inh,UPR XBP1 act,tim10-1 inh
CCC(=O)Nc1ccc(Cl)c(NC(=O)c2ccccc2OC)c1,-8,-2,-7,13,3,-2.5,11,1,19
O=C(CCSCc1ccccc1F)NCCc1ccccc1,12,5,-2,2,-2,1.2,17,0,14
CCCCCOc1ccc2oc(=O)c3c(c2c1)CCCN3C(=O)CN1CCCC(C(=O)OCC)C1 (stereo not drawn),34,-7,6,15,9,1.7,47,2,27
CCn1c(/C=C/Nc2ccccc2)[n+](CC)c2cc(Cl)c(Cl)cc21,16,-3,5,98*,21,-0.2,18,0,3
Cc1[nH]c2ccccc2c1C(=O)CSc1ccccn1,13,-2,-8,9,5,-0.6,34,4,3

Next results.
SMILES	TIM10 inh	APJ ag	CXCR6 inh	Mdm2 MdmX PPI	APJ antag	UPR CHOP act	tim23-1 inh	UPR XBP1 act	tim10-1 inh
O=C(Nc1nnc(-c2ccc3c(c2)OCCO3)o1)C1CCCCC1	1	-3	-2	-12	19	4.6	-4	1	-6
CSCCC(/C(O)=C(\C#N)c1nc2ccccc2[nH]1)N1C(=O)c2ccccc2C1=O (stereo not drawn)	14	2	10	-19	17	-1.0	29	-1	34
O=C(CCN1C(=O)c2ccccc2S1(=O)=O)N1CCN(c2cccc(Cl)c2)CC1	19	2	-1	30	13	-0.4	36	1	36
C#CCOCCOCCOCCNc1nc(N2CCN(C(=O)[C@H](CCCCN)n3cc([C@@H](N)C(C)CC)nn3)CC2)nc(N2CCN(C(=O)[C@H](Cc3ccc(O)cc3)n3cc([C@@H](N)CC(C)C)nn3)CC2)n1 (stereo partly drawn)	3	2	4	21	4	-0.9	-4	0	-1
O=C(CNS(=O)(=O)c1ccc(F)cc1)N1CCCC1	-4	1	-3	-14	5	0.8	10	0	-15
COCCCN1C(=O)C(=O)/C(=C(/O)c2ccc(S(=O)(=O)N3CCCCC3)cc2)C1c1ccc(OC)cc1 (stereo not drawn)	3	-3	4	5	-24	0.3	2	-5	0
Cn1c(SCC(=O)NCc2ccccc2)nc2c([nH]c3ccccc32)c1=O	-12	-3	.	29	8	-0.2	-2	1	1
COC(=O)c1sc2nc(C)nc(SCC(=O)C(C)(C)C)c2c1C	-13	-1	-14	-23	7	7.3	5	1	0
O=C(NC(=S)Nc1cccc2cc(O)ccc12)c1ccccc1Br	15	3	0	12	18	0.6	51*	-8	46*
CCOC(=O)CN1C(=O)S/C(=C\c2ccc(-c3ccc(C(=O)O)c(Cl)c3)o2)C1=O	4	0	8	-9	16	1.9	14	-5	16
CCOC(=O)C(=O)c1c(-c2ccc(C)cc2)nc2ccccn12	10	-2	7	-13	7	-1.6	42	-1	-2
Cc1oc(-c2nc3ccccc3n2C)cc1C(=O)c1ccccc1	53*	-5	12	-145	25	-4.6	56*	-5	48*
CCOCc1nnc(NC(=O)CS(=O)(=O)c2ccc(C)cc2)s1	-6	-1	-3	-8	3	1.1	-3	-4	-7
Cc1onc(-c2ccccc2)c1C(=O)OCC(=O)NC(=O)c1ccccc1	-9	0	-12	44	11	0.3	31	5	20
C=CCC1c2cccc(C(=O)O)c2C(=O)N1c1ccc(Cl)cc1 (stereo not drawn)	11	-5	7	5	-19	0.0	25	1	14
O=C(N/N=C\c1cn[nH]c1-c1ccccc1)c1cccs1	-27	-1	-10	7	-6	4.7	25	6	-9
CS(=O)(=O)N(CC(=O)NC1CCCC1)Cc1ccc(F)cc1	2	-2	6	25	20	-1.0	3	0	-5
CCOc1ccccc1CNC(=O)CCCn1ccc2cc(S(=O)(=O)N3CCCC3)ccc21	2	-1	3	28	9	1.2	8	-5	6
Cc1ccc2c(c1)c(C)c(C)n2CC(O)Cn1nc(C)c(Br)c1C (stereo not drawn)	25	8	-6	42	3	-0.7	15	-1	25
COCC1=C(C(=O)OC(C)OC(=O)OC(C)C)N2C(=O)[C@@H](NC(=O)/C(=N\OC)c3csc(N)n3)[C@H]2SC1 (stereo partly drawn)	-5	5	0	3	17	-0.2	1	-5	-1
C[C@H]1CN([C@@H](C)CO)C(=O)Cc2cc(NC(=O)CCC(F)(F)F)ccc2O[C@H]1CN(C)Cc1ccc(C(F)(F)F)cc1	1	-2	0	29	17	-0.5	10	-4	4
CC(NS(=O)(=O)c1ccc2c(c1)C(C)(C)C(=O)N2C)c1ccccc1 (stereo not drawn)	-15	-2	-2	10	-18	1.5	10	-3	4
CCn1c(SCC(=O)c2ccc(Br)cc2)nnc1C(C)NC(=O)Cc1ccc(OC)cc1 (stereo not drawn)	-13	-2	2	7	2	-0.4	-8	-2	-1
Cc1ccc(N(CC(=O)NCc2ccco2)C(=O)CNS(=O)(=O)c2ccc(F)cc2)c(C)c1	-9	0	6	-24	4	0.4	10	3	15
CCC(C)NC(=O)Nc1ccc(Br)cc1Cl (stereo not drawn)	14	-1	-8	29	4	-1.1	1	3	10
COc1ccc(OC)c(C2=NOC(C(=O)NCc3cccs3)C2)c1 (stereo not drawn)	-5	-4	0	9	2	-0.8	10	5	15
COc1ccc(C)cc1NC(=O)Nn1cnnc1	-6	-2	-1	7	9	-0.2	13	0	10

Screens as filed in PubChem BioAssay.

Only part of the results is shown; the hit share may differ from the screen's.
